# HKDC1 inh: HKDC1 (human) hexokinase inhibition | Q2TB90 | recombinant HKDC1, G6PDH/diaphorase resazurin coupled fluorescence | inhibition, % at 20 µM | 340,000 tested, 0.16% active | AID 493160;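 active = inhibition above about 35% when tested at 20 µM, limit read from the data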;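 also: plate controls were DMSO wells with enzyme for no effect and DMSO wells lacking enzyme for full effect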
#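 Material – in-house recombinant HK5 (HKDC1) enzyme · Quantity – HKDC1 at 5 µg/mL · Buffer or medium – pH 8.0 Tris buffer with 10 mM MgCl2 · Reagent – glucose with 1 mM ATP · Dosing – single 20 µM dose · Times – reaction time 90 min, room temperature, protected from light · Technique – resorufin fluorescence at 613 nm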
# mIAP inh: mouse IAP inhibition. purified mouse IAP, CDP-Star luminescence, 30 min. inhibition, % at 10 µM. 330,000 tested, 0.2% active;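 active = inhibition of at least 40% at 10 µM in the primary screen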;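 also: plate controls were DMSO with enzyme for no effect and no enzyme wells for full effect; values of inactives mirror those of a sister screen read the other way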
# ATG4B inh: ATG4B (human) cysteine protease inhibition; Q9Y4P1; ATG4B cleavage of LC3-PLA2, NBD-HPC fluorescence, 1 h; inhibition, % at 8.33 µM; 340,000 tested, 0.51% active; AID 504462; in the data active = inhibition above about 40%
# Target sequence (Q9Y4P1 whole entry, looked up): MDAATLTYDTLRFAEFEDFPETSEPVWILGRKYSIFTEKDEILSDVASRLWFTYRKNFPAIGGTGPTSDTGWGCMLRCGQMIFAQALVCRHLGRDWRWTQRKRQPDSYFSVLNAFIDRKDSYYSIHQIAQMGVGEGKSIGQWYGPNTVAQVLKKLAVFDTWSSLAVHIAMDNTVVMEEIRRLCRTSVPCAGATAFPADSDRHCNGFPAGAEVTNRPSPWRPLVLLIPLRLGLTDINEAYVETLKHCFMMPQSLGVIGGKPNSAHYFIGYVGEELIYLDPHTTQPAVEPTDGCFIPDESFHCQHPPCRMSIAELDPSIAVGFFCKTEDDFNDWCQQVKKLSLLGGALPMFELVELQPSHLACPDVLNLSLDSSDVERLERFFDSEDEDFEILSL
# hIAP inh: human IAP inhibition. P09923. purified IAP, CDP-Star luminescence, 30 min. inhibition, % at 10 µM. 330,000 tested, 0.12% active;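 active = inhibition reaching a set limit with compound at 10 µM in the primary screen, cut at about 35% in these data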;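 also: plate controls were DMSO wells with enzyme for no effect and no-enzyme buffer wells for full effect; values of inactives mirror those of a sister screen read the other way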
# Target sequence (P09923 whole entry, looked up): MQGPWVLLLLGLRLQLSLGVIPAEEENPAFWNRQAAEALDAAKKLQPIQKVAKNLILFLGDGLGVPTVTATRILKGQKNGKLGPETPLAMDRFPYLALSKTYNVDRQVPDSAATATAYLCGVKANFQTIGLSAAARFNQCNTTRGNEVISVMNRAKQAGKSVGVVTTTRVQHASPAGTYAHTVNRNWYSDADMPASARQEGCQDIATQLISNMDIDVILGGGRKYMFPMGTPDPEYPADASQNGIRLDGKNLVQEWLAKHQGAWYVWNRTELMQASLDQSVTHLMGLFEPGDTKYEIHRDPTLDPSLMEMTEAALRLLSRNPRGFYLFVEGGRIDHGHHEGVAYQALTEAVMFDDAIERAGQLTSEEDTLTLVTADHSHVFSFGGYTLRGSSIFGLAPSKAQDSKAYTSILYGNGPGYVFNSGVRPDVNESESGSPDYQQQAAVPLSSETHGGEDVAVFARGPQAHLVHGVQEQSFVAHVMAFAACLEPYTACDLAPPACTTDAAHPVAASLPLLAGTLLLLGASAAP
# APOBEC3A inh: human APOBEC3A DNA deaminase inhibition; AID 493011; inhibition, % at 20 µM; recombinant A3A, FAM/TAMRA ssDNA deamination fluorescence; P31941; 330,000 tested, 0.41% active;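 active = at least 40% inhibition at 20 µM here, with at most 30% in a related deaminase screen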;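 also: plate controls were A3A with DMSO for no effect and wells lacking A3A enzyme for full effect; some results filed as inactive read as strong as hits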
# Target sequence (P31941 whole entry, looked up): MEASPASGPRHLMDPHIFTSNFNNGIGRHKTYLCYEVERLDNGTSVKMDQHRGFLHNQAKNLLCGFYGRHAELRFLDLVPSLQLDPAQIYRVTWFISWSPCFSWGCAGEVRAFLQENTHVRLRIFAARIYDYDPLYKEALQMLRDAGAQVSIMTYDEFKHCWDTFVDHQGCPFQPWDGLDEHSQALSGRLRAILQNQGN
# PfG6PD inh: PfG6PD (Plasmodium falciparum) enzyme inhibition. inhibition, % at 20 µM. 350,000 tested, 0.78% active. PfGluPho enzyme, NADPH resazurin-diaphorase fluorescence;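 active = inhibition reaching at least a set limit at 20 µM in the primary screen, cut at about 59% in these data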;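 also: 0% = DMSO wells with substrate and 100% = DMSO wells lacking glucose-6-phosphate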
# mIAP act: increases mouse intestinal alkaline phosphatase activity; muIAP, CDP-Star luminescence, 30 min; hits give high values; 1 = vehicle-only enzyme signal, 0 = enzyme-free wells; activation factor at 10 µM; 330,000 tested, 0.24% active; AID 2805;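 active = activation factor of at least 2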; also: the source names both 10 and 20 µM as test concentration; values of inactives mirror those of a sister screen read the other way
#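 Assay system: mouse IAP enzyme; Reagent: CDP-Star chemiluminescent phosphatase substrate; Compound: DMSO-dissolved test compounds; Incubation: 30 min, room temperature; Technique: luminescence from enzymatic CDP-Star hydrolysis; Controls: DMSO-only wells and no-enzyme negative control.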
# hIAP act: increases human intestinal alkaline phosphatase activity. P09923. purified human IAP, CDP-Star luminescence, 30 min; hits give high values; 1 = vehicle-only enzyme, 0 = enzyme-free background. activation factor at 10 µM. 330,000 tested, 0.16% active. AID 2524;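 active = activation factor of the enzyme at least 2-fold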; also: the source names both 10 and 20 µM as test concentration; values of inactives mirror those of a sister screen read the other way
# Active calls of the source: *; / = not tested or not shown.
APOBEC3A inh,PfG6PD inh,hIAP inh,hIAP act,mIAP inh,mIAP act,ATG4B inh,HKDC1 inh,Compound
-2,-15,17,0.83,8,0.92,0,1,COc1cc(NC(=O)CCc2nnc3ccc(N4CCN(c5cccc(OC)c5)CC4)nn23)cc(OC)c1
3,28,2,0.98,-5,1.1,-11,6,COc1ccc(N2CCC(CNC(=S)Nc3ccc(C)cc3C)C2)cc1 (stereo not given)
3,2,-10,1.1,-10,1.1,-7,-3,CC(C)(C)[C@H]1C=C(C(=O)NCc2nc3ccccc3[nH]2)O[C@@H](OCc2ccc(CO)cc2)C1
-3,-7,4,0.96,3,0.97,13,-4,Cc1csc(SCC(=O)NCCc2ccc(Cl)cc2Cl)n1
7,-36,-39,1.4,5,0.95,-4,2,CCSc1nnc(NC(=O)c2cccc(S(=O)(=O)N(C)c3ccc(C)cc3)c2)s1
-4,-3,2,0.98,10,0.9,-2,-1,CC(Sc1nnc(NC2CC2)s1)C(=O)Nc1ccc(S(N)(=O)=O)cc1 (stereo not given)
0,-4,-12,1.1,-2,1,-8,-9,O=C(CC1C(=O)NCCN1Cc1ccc(F)cc1)NCCCn1cccn1 (stereo not given)
-3,24,12,0.88,7,0.93,1,0,CCOc1ccccc1NC(=O)C(OC(=O)c1ccc(CC)cc1)c1ccccc1 (stereo not given)
-4,-9,15,0.85,6,0.94,5,-9,COc1ccccc1CC(=O)N1CCN(c2ccc([N+](=O)[O-])cc2)CC1
-2,3,-7,1.1,11,0.89,3,-5,CC(C)Cn1c(SCC(=O)N2CCc3ccccc3C2)nc2cc(Cl)ccc2c1=O
4,4,-23,1.2,9,0.91,-8,-5,Cc1nn2c(=O)cc(CSc3ccccc3NC(=O)c3ccccc3)nc2s1
4,11,-13,1.1,2,0.97,-16,3,CC(OC(=O)c1cccs1)C(=O)Nc1nc(-c2ccccc2)cs1 (stereo not given)
-1,-4,-14,1.1,-1,1,-10,-14,O=C(/C=C/c1cccc([N+](=O)[O-])c1)NCCN1CCOCC1
-3,-5,-5,1,8,0.92,6,-6,Cc1nnnn1-c1ccc(CC(=O)O)cc1
-7,10,-32,1.3,-2,1,-5,3,Nc1ccc2nc(-c3ccccc3)[nH]c2c1
-6,-13,-17,1.2,13,0.87,15,5,COC(=O)c1ccc(/C=C2\SC(=S)N(CCCC(=O)NCCCN3CCOCC3)C2=O)cc1
2,4,-5,1.1,-5,1.1,5,9,COc1ccc2ccccc2c1CNC(=O)CC1C(=O)NCCN1CC(C)C (stereo not given)
1,-10,-21,1.2,7,0.93,3,-6,O=C(NNC(=O)C1C2C=CC(C2)C1C(=O)O)c1ccccc1O (stereo not given)
-1,6,-3,1,3,0.97,0,-3,CCOc1cc(/C=N/N=C(/N)c2nonc2N)cc(Br)c1OCc1ccc(Cl)cc1
0,-2,6,0.94,3,0.97,-3,-2,Cc1ccc2c(c1)C(O)(CC(=O)c1cccnc1)C(=O)N2 (stereo not given)
-4,22,-2,1,-1,1,-3,-5,O=C(CCC(=O)N(CC(=O)NC1CCCCC1)c1ccc2c(c1)OCO2)Nc1ccccn1
-3,-3,-8,1.1,2,0.98,0,-2,CC1CCCCN1C(=O)C(=O)c1cn(CC(=O)N2CCCCCC2)c2ccccc12 (stereo not given)
-3,6,6,0.94,-11,1.1,-5,0,O=C(CSc1ccc2c(c1)OCCO2)NCC1CCCO1 (stereo not given)
1,-4,-5,1.1,4,0.95,-4,-6,c1ccc(OCc2noc(CN3CCC(C4CCCCC4)C3)n2)cc1 (stereo not given)
-2,-8,-26,1.3,-4,1,-12,-7,COc1cc(OC)nc(NC(=O)CSc2nc3ccccc3[nH]2)n1
-5,11,-12,1.1,-10,1.1,-1,1,CC(C)(C)c1csc(NC(=O)c2cccnc2Cl)n1
5,2,-12,1.1,-12,1.1,-7,-7,CCN1CCN(CC(O)COCCOc2ccc(Br)cc2)CC1 (stereo not given)
1,15,-8,1.1,1,0.99,-14,-5,CN(c1ccc(OCC(=O)N2CCC(C(N)=O)CC2)cc1)S(=O)(=O)c1cccs1
5,-6,-2,1,18,0.82,9,12,CCn1c2c(c3cc(Br)ccc31)CCC/C2=N\O
-3,0,-14,1.1,6,0.94,4,13,Cc1[nH]nc2c1C(C(C)c1ccccc1)C(C#N)=C(N)O2 (stereo not given)

# The last 2 compounds of the section before come first, to join the parts:
APOBEC3A inh,PfG6PD inh,hIAP inh,hIAP act,mIAP inh,mIAP act,ATG4B inh,HKDC1 inh,Compound
5,-6,-2,1,18,0.82,9,12,CCn1c2c(c3cc(Br)ccc31)CCC/C2=N\O
-3,0,-14,1.1,6,0.94,4,13,Cc1[nH]nc2c1C(C(C)c1ccccc1)C(C#N)=C(N)O2 (stereo not given)
2,9,-13,1.1,-9,1.1,-14,2,COc1ccc(NC(=O)COC(=O)[C@@H]2CCCN2S(=O)(=O)c2ccccc2F)c(OC)c1
-5,3,2,0.98,1,0.99,-1,-4,COc1ccc(Cl)cc1C(=O)OCC(=O)NC(=O)c1cccn1C
1,8,-7,1.1,-7,1.1,-13,-11,COc1ccc(NC(=O)C(NC(=O)c2ccccc2)C(C)C)cc1 (stereo not given)
0,-13,8,0.93,4,0.96,13,6,N#Cc1cc(C(=O)c2cc(Br)ccc2O)cn(C2CCCCC2)c1=O
-4,8,-2,1,2,0.98,-6,-8,COc1ccc(N2CCN(C(=O)Cn3cnc4c3c(=O)n(C)c(=O)n4C)CC2)cc1
-2,-3,7,0.93,12,0.88,-2,1,CCN(CC)S(=O)(=O)c1cccc2cccnc12
1,18,4,0.96,13,0.87,-1,-6,O=S1(=O)N=C(N=Nc2c(O)[nH]c3ccccc23)c2ccccc21
-4,24,4,0.96,-2,1,-4,-4,O=C1CCCCC1Sc1nnc(Nc2ccccc2)s1 (stereo not given)
2,-10,26,0.74,-8,1.1,4,-8,COc1cccc(OC)c1C(=O)Nc1ccc2c(c1)OCCO2
-4,-17,6,0.94,1,0.99,1,0,O=C(Nc1cccc(NC(=O)c2ccccc2Cl)c1)c1ccc(F)cc1
5,-62,17,0.83,-1,1,-7,4,CC(=O)NS(=O)(=O)c1ccc(NC(=O)C2c3ccccc3Oc3ccccc32)cc1
0,-3,7,0.93,-4,1,0,-4,Cn1cccc1C(=O)NCC(c1ccc(F)cc1)N1CCOCC1 (stereo not given)
0,-20,4,0.96,-11,1.1,7,10,O=C(N1CCCC1)C12CC3CC(C1)CC(C(=O)N1CCCC1)(C3)C2
3,16,-10,1.1,24,0.76,14,-6,Cc1ccccc1Nc1nc(-c2sc(NC(=O)c3ccco3)nc2C)cs1
-2,49,-31,1.3,-1,1,3,8,Cc1ccc(Nc2nc3ccccc3o2)cc1F
3,-1,-28,1.3,-1,1,-14,-8,N#CCCN(C(=O)COC(=O)COc1ccc(Cl)cc1)c1ccccc1
-2,4,0,1,7,0.93,8,-4,O=C(O)c1cc(NC(=O)c2ccc3c(c2)C(=O)N(Cc2cccnc2)C3=O)cc(C(=O)O)c1
-7,-8,3,0.97,8,0.92,-10,-10,COc1cc(/C=N/NC(=O)c2cccc([N+](=O)[O-])c2)ccc1OCc1ccccc1
-2,-2,13,0.87,4,0.96,2,3,COC(=O)CSc1nnc([C@H](Cc2ccccc2)NC(=O)OC(C)(C)C)o1
2,-6,6,0.94,-3,1,8,-6,CCN(CC(=O)NC1CCS(=O)(=O)C1)C(=O)c1ccc(S(=O)(=O)N(CC)CC)cc1 (stereo not given)
0,-22,12,0.88,26,0.74,-16,1,Cc1nnsc1C(=O)N/N=C/c1ccc2ccccc2c1O
-4,13,-14,1.1,-20,1.2,15,-4,Cc1cccn2c(=O)c3cc(C(=O)NC4CCCCC4)n(C)c3nc12
-7,19,-1,1,0,1,-7,5,CC(C)CNc1ncnc2c1sc1nc(N3CCOCC3)c3c(c12)CC(C)(C)OC3
-1,14,19,0.81,14,0.86,-4,-5,O=C(NC1CCCCC1)C1CC(=O)N(c2ccc(Cl)cc2)C1 (stereo not given)
3,1,9,0.91,-278,3.8*,8,-1,O=C(NCc1ccc2c(c1)CCO2)Nc1cccc(C(F)(F)F)c1
-3,-5,-16,1.2,-3,1,-2,-1,COC(=O)c1cc(S(=O)(=O)N2CCC(C)CC2)cn1C
-1,4,7,0.93,-2,1,2,6,Cn1c(=NCC(O)COc2ccccc2)sc2ccccc21 (stereo not given)
0,35,-18,1.2,13,0.87,6,0,NC(=O)c1c(-c2cccs2)csc1N
-8,-23,1,0.99,2,0.98,-2,-3,NC(=S)Nc1ccc(S(=O)(=O)c2ccc(NC(N)=S)cc2)cc1
0,/,-31,1.3,-6,1.1,/,/,CC(=O)NCCNC(=O)c1ccc(CSc2nc3ccccc3s2)cc1

# Individual results from above:
# CC(C)CNc1ncnc2c1sc1nc(N3CCOCC3)c3c(c12)CC(C)(C)OC3 in PfG6PD inh is listed with 19
# O=C(Nc1cccc(NC(=O)c2ccccc2Cl)c1)c1ccc(F)cc1 in mIAP act is listed with 0.99
# Cc1nnsc1C(=O)N/N=C/c1ccc2ccccc2c1O in APOBEC3A inh is listed with 0
# N#Cc1cc(C(=O)c2cc(Br)ccc2O)cn(C2CCCCC2)c1=O in HKDC1 inh is listed with 6

# Given tab-delimited: 2 of the compounds above
smiles	APOBEC3A inh	PfG6PD inh	hIAP inh	hIAP act	mIAP inh	mIAP act	ATG4B inh	HKDC1 inh
CC(C)(C)[C@H]1C=C(C(=O)NCc2nc3ccccc3[nH]2)O[C@@H](OCc2ccc(CO)cc2)C1	3	2	-10	1.1	-10	1.1	-7	-3
Cc1csc(SCC(=O)NCCc2ccc(Cl)cc2Cl)n1	-3	-7	4	0.96	3	0.97	13	-4

# Next part:
APOBEC3A inh,PfG6PD inh,hIAP inh,hIAP act,mIAP inh,mIAP act,ATG4B inh,HKDC1 inh,Compound
-5,6,-7,1.1,18,0.82,-8,-10,CC[C@@H](C)C(NC(=O)OC(C)(C)C)c1cn([C@@H](Cc2cc3ccccc3[nH]2)C(=O)N2CCN(C(=O)OC(C)(C)C)CC2)nn1 (stereo not given in full)
-5,-27,-16,1.2,0,1,2,1,O=C1C(=O)N(CCCn2ccnc2)C(c2ccc(Cl)cc2)/C1=C(\O)c1ccc2c(c1)OCCO2 (stereo not given)
-2,-4,3,0.97,-14,1.1,0,0,Cc1cccc(C)c1NC(=O)CNC(=O)c1ccc2c(c1)OCCO2
-5,1,4,0.96,-3,1,-3,-9,NNC(=O)Cn1c(-c2ccccc2)cc2ccccc21
0,12,31,0.69,9,0.91,-7,-3,NS(=O)(=O)c1ccc(CCNc2ccccc2[N+](=O)[O-])cc1
-1,3,13,0.87,-6,1.1,-4,-7,CC(=O)N1c2ccc(S(=O)(=O)NCCC(=O)N(C)Cc3ccccc3)cc2CC1C (stereo not given)
-2,-13,-29,1.3,-3,1,-1,-5,CCN(CC)C(=O)Cn1cc(C(=O)C(=O)N2CCN(C)CC2)c2ccccc21
-1,1,10,0.9,9,0.91,7,8,CCOC(=O)c1ccccc1NC(=O)C1COc2ccccc2O1 (stereo not given)
46*,13,-11,1.1,-1,1,-3,15,CCOc1cc(N2CCOCC2)c(OCC)cc1NS(=O)(=O)c1cc(NC(C)=O)ccc1OC
5,-3,7,0.93,-6,1.1,-3,15,COC1(c2cc(-c3ccccc3)nc(N)n2)CCCCC1
7,-4,9,0.91,12,0.88,-3,-1,Clc1ccc(OCc2nn3c(-c4ccccc4)nnc3s2)c(Cl)c1
-1,0,-3,1,-1,1,-1,-1,COCc1ccc(C(=O)N2CCCC(Nc3ccc(F)c(F)c3)C2)s1 (stereo not given)
6,-9,0,1,7,0.93,-4,-3,Cn1cc(CN2CCN(Cc3ccccc3)C(CCO)C2)c(-c2ccccc2)n1 (stereo not given)
-1,1,-7,1.1,-5,1,-1,-12,CN(Cc1ccccc1)C(=O)c1cc2ccccc2o1
-1,42,-10,1.1,3,0.97,0,11,COc1ccccc1C(=O)Nc1ccc(C(=O)Nc2ccccc2C(=O)O)cc1
